# Screening results from PubChem BioAssay.
# SIRT5 inh: inhibitors of human sirtuin-5 desuccinylase; Purified SirT5, succinyl-peptide AMC, trypsin-coupled fluorescence; inhibition, % at 15 µM; Q9NXA8; 330,000 tested, 1.1% active; AID 652115; in the data active = inhibition above about 15%; inconclusive = no clear call, values can overlap the other calls
# miR122 inh: inhibitors of miR-122 in Huh7 cells | Huh7 miR-122 Renilla luciferase sensor, 48 h; neutral wells = 0, positive control = 100 | activation (reporter increase), % at 12.5 µM | AID 602342 | 340,000 tested, 0.3% active;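 active = mean replicate activation score at least 90 and every replicate individually at or above 90; inconclusive = only one of the two criteria met; inactive = neither criterion met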;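 note: higher luciferase means less miR-122 activity so hits act as miR-122 inhibitors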
# CASP6 VEID inh: blocks human caspase-6 cleavage activity; inhibition, % at 12.5 µM; 350,000 tested, 0.53% active; purified caspase-6, Z-VEID-R110 cleavage fluorescence; P55212;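 active = mean inhibition across replicates at least about 35%, with every replicate also reaching that limit, limit read from the data; inconclusive = only one of the two criteria met; inactive = neither criterion met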;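 note: 0% = median of neutral control wells and 100% = no fluorescence left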
# ERAP1 inh: ERAP1 (human) enzyme inhibition. recombinant ERAP1, Leu-AMC fluorescence, 60 min. 340,000 tested, 0.15% active. inhibition, % at 10.7 µM. AID 652197;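 active = mean replicate inhibition of at least 30%, or all replicates individually reaching that 30% level; inactive = mean below 30% and not every replicate reaching it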;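 note: 0% = neutral control wells and 100% = L-leucinethiol positive control wells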
# Target sequence (Q9NZ08 whole entry, looked up): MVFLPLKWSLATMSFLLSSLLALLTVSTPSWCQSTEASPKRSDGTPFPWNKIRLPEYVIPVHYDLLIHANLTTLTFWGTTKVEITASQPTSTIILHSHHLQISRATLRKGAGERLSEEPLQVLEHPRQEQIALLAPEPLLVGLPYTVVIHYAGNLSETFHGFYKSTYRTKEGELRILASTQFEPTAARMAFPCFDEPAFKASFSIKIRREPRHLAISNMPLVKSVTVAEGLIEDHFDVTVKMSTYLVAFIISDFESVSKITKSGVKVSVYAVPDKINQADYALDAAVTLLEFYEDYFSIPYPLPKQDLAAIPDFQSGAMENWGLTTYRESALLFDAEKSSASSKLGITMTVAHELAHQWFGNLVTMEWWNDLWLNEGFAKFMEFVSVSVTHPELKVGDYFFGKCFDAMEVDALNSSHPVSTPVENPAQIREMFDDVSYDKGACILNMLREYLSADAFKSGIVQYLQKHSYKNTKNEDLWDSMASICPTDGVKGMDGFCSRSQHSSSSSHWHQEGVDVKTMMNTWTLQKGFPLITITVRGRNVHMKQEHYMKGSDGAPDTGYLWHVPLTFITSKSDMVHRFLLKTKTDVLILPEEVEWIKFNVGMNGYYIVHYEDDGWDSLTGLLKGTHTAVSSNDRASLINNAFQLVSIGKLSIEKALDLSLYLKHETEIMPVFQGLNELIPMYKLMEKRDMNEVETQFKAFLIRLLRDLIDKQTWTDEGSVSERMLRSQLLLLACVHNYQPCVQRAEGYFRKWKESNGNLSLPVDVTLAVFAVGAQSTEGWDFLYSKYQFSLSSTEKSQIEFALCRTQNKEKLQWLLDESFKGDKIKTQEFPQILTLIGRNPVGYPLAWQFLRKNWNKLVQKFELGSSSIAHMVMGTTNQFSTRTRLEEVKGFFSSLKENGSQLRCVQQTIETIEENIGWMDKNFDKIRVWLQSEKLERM
# ERp5 inh: blocks human ERp5 reductase activity on insulin; ERp5 insulin aggregation, absorbance 650 nm, 90 min; inhibition, % at 9.99 µM; 350,000 tested, 0.05% active; AID 651711;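 active = mean replicate inhibition above about 25%, with every replicate also reaching it, limit read from the data, passing the limit was not always enough; inconclusive = only one of those two criteria met; inactive = neither criterion met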
# DENV2 CPE rescue: DENV2-induced cell death inhibition. DENV2-infected cells, cytopathic effect rescue, plate reader. CPE inhibition, % at 9.99 µM. 350,000 tested, 1.7% active; in the data active = CPE inhibition above about 20%, passing the limit was not always enough; inconclusive = no clear call, values can overlap the other calls; tested in BHK-21 cells;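 note: 0% = median of neutral control wells and 100% = median of positive control wells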
# CFTR F508del cor: correctors of CFTR F508del function in bronchial epithelial cells; 350,000 tested, 0.36% active; AID 720511; CFBE cells, YFP halide quenching; stimulated with forskolin plus potentiator P3; % fluorescence drop versus neutral controls; activity (quench increase), % at 7.58 µM;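 active = mean added fluorescence quench of at least 8% versus neutral control, with both replicates also reaching 8%; inconclusive = only one of the mean or replicate conditions met; inactive = mean below 8% and not both replicates reaching 8%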;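 note: cells transiently co-express mutant CFTR-F508del with the halide-sensitive YFP; corrector assay measuring rescue of mutant channel to the surface after 24 h compound exposure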
# An asterisk follows results filed as active; u = inconclusive; x = no result given; [ ] = another dose, or the depositor's remark.
# The first four compounds, to show the layout:
SMILES,SIRT5 inh,miR122 inh,CASP6 VEID inh,ERAP1 inh,ERp5 inh,DENV2 CPE rescue,CFTR F508del cor
CCOc1ccc(NC(=S)NS(=O)(=O)c2cc(Br)ccc2OCC)cc1,-12,11,-3,x,3,-8,0.0
O=C(C[C@H]1C[C@@H]2c3cc(NC(=O)NC4CCCC4)ccc3O[C@@H]2[C@@H](CO)O1)NCc1ccccn1,-1,x,3,-2,2,17,1.8
CC1CCCCN1CCCNC(=O)CN1C(=O)c2cccnc2Oc2ccccc21 (stereo not drawn),2,x,-33,2,6,2,0.6
CCC(=O)N(C)C[C@@H]1Oc2cc(C#CCC3CCCC3)ccc2S(=O)(=O)N([C@H](C)CO)C[C@H]1C,9,15[16.7 µM],-4,6,-10,-2,1.1

# The listing, from the start:
SMILES,SIRT5 inh,miR122 inh,CASP6 VEID inh,ERAP1 inh,ERp5 inh,DENV2 CPE rescue,CFTR F508del cor
CCOc1ccc(NC(=S)NS(=O)(=O)c2cc(Br)ccc2OCC)cc1,-12,11,-3,x,3,-8,0.0
O=C(C[C@H]1C[C@@H]2c3cc(NC(=O)NC4CCCC4)ccc3O[C@@H]2[C@@H](CO)O1)NCc1ccccn1,-1,x,3,-2,2,17,1.8
CC1CCCCN1CCCNC(=O)CN1C(=O)c2cccnc2Oc2ccccc21 (stereo not drawn),2,x,-33,2,6,2,0.6
CCC(=O)N(C)C[C@@H]1Oc2cc(C#CCC3CCCC3)ccc2S(=O)(=O)N([C@H](C)CO)C[C@H]1C,9,15[16.7 µM],-4,6,-10,-2,1.1
Nc1cc(C(F)(F)F)ccc1OCC1CCCO1 (stereo not drawn),1,-1,-2,-2,4,9,-2.8
COC(=O)c1cc(Cl)c(NC(=O)Cc2ccccc2)cc1OC,3,-9,5,2,0,-3,0.8
COc1ccc2c3c([nH]c2c1)[C@@H](CO)N(C(=O)c1cccnc1)CC31CCN(C(=O)c2cccnc2)CC1,-4,x,0,3,1,3,1.0
COc1ccc(S(=O)(=O)N2CCCOC2CNC(=O)C(=O)NCc2ccccc2F)cc1C (stereo not drawn),1,x,-6,-2,3,-1,-2.1
CSCCC1NC(=S)N(Cc2ccccc2)C1=O (stereo not drawn),-1,0,3,-2,5,5,0.1
COc1ccc(Nc2ncc(F)c(N3CCOCC3)n2)cc1,-1,x,-1,-1,1,3,-4.3
O=C(C1COc2ccccc2O1)N1CCN(c2ccccc2Cl)CC1 (stereo not drawn),-1,-3,-1,-1,-3,-4,0.5
O=C(C[C@H]1CC[C@@H](NC(=O)C2CC2)[C@H](CO)O1)NCCCN1CCOCC1,-3,-2[16.7 µM],-3,0,9,-12,-1.8
O=C(C[C@@H]1C[C@@H]2c3cc(NC(=O)Nc4ccc(C(F)(F)F)cc4)ccc3O[C@@H]2[C@H](CO)O1)NCC1CC1,4,6[16.7 µM],-1,1,0,8,1.6
COc1ccc(S(=O)(=O)N2CCOCC2)cc1NC(=O)CN1C(=O)CN(C)C1=O,-4,2,-1,-7,-2,-3,-1.8
Cc1ccc(Cc2c(C3CCCCC3)nc3ccc(Br)cn23)cc1,0,2,-3,1,-8,u,1.3
Cc1ccc(C(=O)N2CCN(c3ccc(NC(=O)c4cccnc4Cl)cc3)CC2)cc1,3,x,1,2,1,-1,1.3
COc1ccc(S(=O)(=O)N(C)CC(=O)N2CCCCC2)cc1Cl,-2,x,-1,2,-1,x,x
C[C@@H]1CN([C@@H](C)CO)C(=O)c2cc(NS(=O)(=O)c3ccc(F)cc3)ccc2O[C@@H](C)CCCCO[C@H]1CN(C)C(=O)c1ccncc1,1,-1[16.7 µM],-6,0,3,3,1.2
C[C@H](CO)N1C[C@H](C)[C@H](CN(C)Cc2ccncc2)Oc2ccc(NS(=O)(=O)c3cn(C)cn3)cc2C1=O,-3,-1[16.7 µM],-2,0,-4,-7,0.5
COc1ccc2[nH]c(C(=O)NCc3ccc4c(c3)OCO4)cc2c1,-3,-6,10,x,1,4,-0.9
CCCNC(=O)C[C@H]1CC[C@H]2[C@H](COc3ccc(NC(=O)c4cscn4)cc3C(=O)N2C)O1,1,16[16.7 µM],-1,4,-3,-9,1.1
CCC(=O)N1C[C@@H](C)[C@@H](OC)CN(C)C(=O)c2cc(NC(=O)c3cnccn3)ccc2OC[C@@H]1C,-1,-1[16.7 µM],3,-3,-3,4,-1.3
CCCCOc1cccc(C2C(C(=O)c3cccs3)=C(O)C(=O)N2Cc2cccnc2)c1 (stereo not drawn),2,x,1,2,3,4,x
CCOC(=O)c1c(-c2ccc(N(C)C)cc2)oc2c1C(OC)CC2 (stereo not drawn),-3,x,2,4,1,4,-4.8
O=S(=O)(c1cccc(-c2nnco2)c1)N1CCOCC1,-1,x,-1,4,-1,-1,x
CC12CCC(C)(c3nc4ccccc4nc31)C2(C)C,-3,11,-3,-1,9,-2,-2.1
CC1CN(CCCCOc2cccc(Oc3ccccc3)c2)CC(C)O1 (stereo not drawn),3,3,7,4,-2,x,-2.2
COc1ccc(/C=N/NC(=O)c2ccc(NC(C)=O)cc2)cc1COc1ccc(F)cc1F,0,x,-3,5,-1,-3,1.6
CCOc1ccc(C(=O)NC(=S)Nc2ccccc2OC)cc1[N+](=O)[O-],-4,x,-3,2,0,10,x
CN1CCC2CC1c1cc(-c3ccc(C(F)(F)F)cc3)ccc12 (stereo not drawn),-5,-2,-1,-6,1,21*,3.7
O=C(O/N=C1\CCS(=O)(=O)c2sccc21)c1c(F)cccc1F,2,x,1,-2,-1,1,-3.2
O=C(NCCCN1CCOCC1)c1cccnc1SCc1ccccc1Cl,-2,21,3,1,-1,11,-0.2
CC1(C)CC(=O)C/C(=N\NC(=O)C2CC23CCC3)C1 (stereo not drawn),-1,x,-2,4,-4,1,-1.4
Cc1ccc(NCc2nnc(SCC(=O)O)n2-c2ccc(C)cc2)cc1,-3,2,12,-3,4,-2,0.3
COc1cccc(C(=O)NNC(=O)c2cccnc2)c1,14,1,-2,1,3,-5,0.9
CC(C)CN(C(=O)COc1ccc([N+](=O)[O-])cc1)c1c(N)n(CC(C)C)c(=O)[nH]c1=O,-1,-7,1,2,2,-6,-0.4
CC(=O)NC1(C(F)(F)F)C(=O)Nc2c1c(=O)[nH]c(=O)n2CCc1ccccc1 (stereo not drawn),-3,x,2,2,1,-5,-0.4
COc1c2occc2cc2ccc(=O)oc12,-1,-1,-2,5,7,-3,0.0
CC1(C)OC(=O)C(=Cc2ccc(-c3ccc(Cl)c(C(=O)O)c3)o2)C(=O)O1,5,x,58*,-9,0,14,0.3
Cc1ccc(NC(=O)/C(C#N)=C/c2ccccc2C(F)(F)F)cc1,-1,x,3,-4,2,1,-0.2
COc1ccc(NC(=O)Nc2ccc3c(c2)C(=O)N([C@@H](C)CO)C[C@@H](C)[C@H](CN(C)C(=O)Nc2ccc(OC)cc2)OCCCC[C@@H](C)O3)cc1,2,4[16.7 µM],0,-5,1,-7,3.4
Cc1ccc(C)c(CNC(=O)Nc2ccccc2)c1,-2,4,1,-2,1,9,-2.4
CN1CCN(C(=O)c2cnn(-c3ccccc3)c2NC(=O)c2ccc(Br)cc2)CC1,1,-2,-7,1,1,-3,0.9
Cc1noc(C)c1NC(=O)Nc1ccc2c(c1)C(=O)N([C@@H](C)CO)C[C@H](C)[C@@H](CN(C)Cc1ccccc1)O2,-43,2[16.7 µM],4,3,-3,29*,-1.4
CCOC(=O)N1CCc2c(sc3c2c(=O)n(Cc2ccccc2)c(=O)n3Cc2cccc(C)c2)C1,-3,-1,-1,1,7,18,1.0
COC(=O)c1cnc(N)s1,x,-6,0,2,-9,13,-1.8
C[C@H](CO)N1C[C@H](C)[C@@H](CN(C)Cc2ccc(-c3ccccc3)cc2)Oc2ncc(-c3cccnc3)cc2C1=O,7,x,0,0,-2,-3,0.1
C[C@H]1CN([C@@H](C)CO)C(=O)c2cccc(NC(=O)c3cnccn3)c2O[C@H]1CN(C)C(=O)Nc1ccc2c(c1)OCO2,-2,-5[16.7 µM],-2,0,1,u,-0.6
COCCNC(=O)CSc1cc(-c2ccccc2)c2ccc(OC)cc2n1,-1,x,3,3,1,-2,1.7
O=C(O)C[C@@H]1CC[C@@H](NC(=O)Nc2ccccc2)[C@@H](CO)O1,2,x,-8,7,-2,0,4.8
# (listing goes on)
SMILES,SIRT5 inh,miR122 inh,CASP6 VEID inh,ERAP1 inh,ERp5 inh,DENV2 CPE rescue,CFTR F508del cor
CS(=O)(=O)Nc1ccc(-c2cnc3cccnn23)cc1,x,-4,4,-1,0,-10,0.0
COc1ccc(S(=O)(=O)Nc2ccc3c(c2)C(=O)N([C@H](C)CO)C[C@H](C)[C@H](CN(C)CC2CCCCC2)OCCCC[C@H](C)O3)cc1,x,-4[16.7 µM],x,x,x,-10,-3.3
CCC1CN(C(=O)N2CCC(C(=O)NCCc3ccccc3OC)CC2)c2ccccc2O1 (stereo not drawn),4,3,-3,3,-4,-2,2.5
COc1ccc(NC(=O)Nc2ccc3c(c2)CC(=O)N([C@H](C)CO)C[C@H](C)[C@@H](CN(C)Cc2ccc4c(c2)OCO4)O3)cc1,3,0[16.7 µM],0,1,3,8,3.0
CO[C@H]1C=CO[C@@]2(C)Oc3c(C)c(O)c4c(O)c(c(C=NN5CCN(C)CC5)c(O)c4c3C2=O)NC(=O)C(C)=CC=C[C@H](C)[C@H](O)[C@@H](C)[C@@H](O)[C@@H](C)[C@H](OC(C)=O)[C@@H]1C,4,-5,13,-2,0,-3,-0.1
COc1ccc(-c2csc(C(C)(O)c3ccccc3)n2)cc1 (stereo not drawn),-2,-6,0,1,4,-5,0.6
O=C(Cc1ccccc1)N1O[C@H]2C=C[C@@H]1C2,x,x,0,-2,-2,3,-3.6
CCOC(=O)c1c(NC(=O)COC(=O)CCOc2cc(C)ccc2C)sc(C(=O)N(C)C)c1C,2,x,3,12,3,-10,0.9
CNC(=O)C[C@@H]1CC[C@@H]2[C@@H](COc3ccc(NC(=O)Nc4ccccc4)cc3C(=O)N2C)O1,6,-2[16.7 µM],8,-2,0,-1,-1.1
CCn1c(CNC(=O)c2cccc(C)c2)nnc1SCC(=O)NC1=NCCS1,-1,-1,-2,1,0,10,1.3
CCC1(C)Cc2c(sc(NC(=S)NC(=O)c3ccccc3)c2C#N)CO1 (stereo not drawn),x,8,5,0,2,-3,-0.1
COc1ccc(CN(C)C[C@@H]2OCCCC[C@H](C)Oc3ccc(NC(=O)Nc4ccccc4)cc3C(=O)N([C@@H](C)CO)C[C@H]2C)cc1,x,3[16.7 µM],x,x,x,8,-1.3
COc1ccc(S(=O)(=O)Nc2cccc3c2O[C@H](CN(C)Cc2ccc(Oc4ccccc4)cc2)[C@H](C)CN([C@@H](C)CO)C3=O)cc1,2,34[16.7 µM],-2,1,-6,0,3.4
CC(C)NC(=O)C1(C)CCN1CCC(=O)c1ccccc1 (stereo not drawn),x,x,5,-1,0,17,0.2
COc1cc(/C=N/Nc2cccc(C)c2)ccc1OC(=O)c1ccco1,0,x,0,0,7,-7,-2.2
CSc1ccc(Cn2c(C)c(C(=O)NCc3ccc(C(C)C)cc3)sc2=O)cc1,x,x,-1,x,1,-3,3.8
CCCC#Cc1ccc([C@H]2[C@H]3CN(C(=O)CN4CCOCC4)CC(=O)N3[C@H]2CO)cc1,-1,x,1,1,0,2,0.7
Cn1c(=O)[nH]c(=O)c2c1nc(N(CCO)Cc1ccccc1)n2CCCc1ccccc1,x,8,-1,x,0,-3,2.5
c1ccc(CN2CCC3CC2c2ccc(N4CCOCC4)cc23)cc1 (stereo not drawn),-1,-1,-3,0,3,1,1.1
CCOc1ccc(NS(=O)(=O)c2ccc(-c3ccc(=O)[nH]n3)o2)cc1,-2,-4,x,0,1,-2,-0.7
N#CCC1c2ccccc2CCN1C(=O)Nc1cccc(Cl)c1 (stereo not drawn),1,5,0,1,-1,5,0.6
O=C(COc1ccccc1F)Nc1ccc2[nH]c(=O)[nH]c2c1,1,2,1,-1,-3,6,-3.4
C[C@H](CO)N1C[C@H](C)[C@H](CN(C)Cc2ccc(Cl)c(Cl)c2)OCc2cn(nn2)CCCC1=O,1,1[16.7 µM],-2,2,0,-2,0.4
Nc1cccc(CP(=O)(c2ccccc2)c2ccccc2)c1,2,1,9,1,-1,-4,2.3
